# PLK1 kinase inh – PLK1 (human) kinase inhibition; recombinant PLK1 kinase, TR-FRET peptide phosphorylation; P53350; AID 619; inhibition, % at 10 µM; 97,000 compounds, 0.53% hits;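 active = inhibition of 50% or more in the single-concentration screen; inactive = inhibition below 50%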;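 also: 0% = DMSO max control and 100% = H-89 dihydrochloride min control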
# EphB4 ephrin blk – EphB4-ephrin-B2 interaction antagonism | P54760 | EphB4 LBD / TNYL-RAW-Alexa532 peptide, fluorescence polarization | inhibition, % at 7 µM | 97,000 compounds, 0.15% hits;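 active = inhibition above the screen-wide mean inhibition plus 3 SD, cut at about 15% in these data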;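 also: 0% = DMSO wells and 100% = excess unlabeled TNYL-RAW peptide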
# Target sequence (P54760 whole entry, looked up, the tested form may be a part): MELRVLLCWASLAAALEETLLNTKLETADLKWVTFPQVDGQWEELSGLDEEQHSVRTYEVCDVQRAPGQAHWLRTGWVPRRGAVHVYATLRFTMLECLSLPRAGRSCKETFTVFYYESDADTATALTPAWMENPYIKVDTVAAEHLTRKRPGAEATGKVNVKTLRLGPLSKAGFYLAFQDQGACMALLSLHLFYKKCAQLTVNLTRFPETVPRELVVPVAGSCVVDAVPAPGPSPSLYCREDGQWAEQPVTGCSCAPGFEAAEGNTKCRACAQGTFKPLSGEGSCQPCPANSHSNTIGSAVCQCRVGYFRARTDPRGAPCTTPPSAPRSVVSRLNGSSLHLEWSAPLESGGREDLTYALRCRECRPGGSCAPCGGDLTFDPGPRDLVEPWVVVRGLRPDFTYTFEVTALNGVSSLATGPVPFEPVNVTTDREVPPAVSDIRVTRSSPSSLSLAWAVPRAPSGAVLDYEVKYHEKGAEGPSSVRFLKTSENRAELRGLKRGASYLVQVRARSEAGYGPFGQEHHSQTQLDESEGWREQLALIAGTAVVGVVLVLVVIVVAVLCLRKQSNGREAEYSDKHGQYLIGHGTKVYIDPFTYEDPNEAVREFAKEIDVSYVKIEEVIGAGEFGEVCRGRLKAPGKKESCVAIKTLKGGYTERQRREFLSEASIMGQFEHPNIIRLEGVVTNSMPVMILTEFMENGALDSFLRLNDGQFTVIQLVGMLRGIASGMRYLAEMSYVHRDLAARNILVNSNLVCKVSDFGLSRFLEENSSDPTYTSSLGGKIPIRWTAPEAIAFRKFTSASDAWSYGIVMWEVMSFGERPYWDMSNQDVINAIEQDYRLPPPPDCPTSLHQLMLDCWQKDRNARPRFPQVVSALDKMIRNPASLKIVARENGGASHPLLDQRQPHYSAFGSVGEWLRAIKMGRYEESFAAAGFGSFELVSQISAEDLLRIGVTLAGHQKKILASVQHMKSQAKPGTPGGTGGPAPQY
# CYP2C9 act – activators of human CYP2C9. P11712. recombinant CYP2C9, luciferin-H conversion, luminescence; active compounds read high; factor 1 = untreated enzyme, 0 = blocked. activation factor at 5 µM. 96,000 compounds, 1.4% hits. AID 1024;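 active = activation factor of 2 or more for CYP2C9 at a 5 µM dose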;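 also: 0 = sulfaphenazole-blocked wells and 1 = vehicle-only wells; values of inactives mirror those of a sister screen read the other way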
# PLAP act – human PLAP activation | P05187 | activation fold at 20 µM | AID 696 | 96,000 compounds, 1.2% hits | purified PLAP enzyme, luminescent substrate read-out; active compounds read high; in the data active = activation fold above about 2
# HIV Rev-RRE inh – inhibitors of HIV-1 Rev-RRE RNA interaction. inhibition, % at 8 µM. 97,000 compounds, 0.79% hits. P05866. Rev peptide-RRE RNA binding, FRET;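 active = inhibition above the screen-wide mean plus 3 SD, cut at about 35% in these data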;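 also: 0% = median DMSO wells and 100% = median Neomycin B control wells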
# Target sequence (P05866 whole entry, looked up): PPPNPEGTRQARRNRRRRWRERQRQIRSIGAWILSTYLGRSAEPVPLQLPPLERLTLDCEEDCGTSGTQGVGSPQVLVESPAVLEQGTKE
#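 Probe or stimulus: fluorescein-Rev peptide as binding partner; assay system: Cy5-tagged RRE RNA duplex with fluorescein-tagged Rev peptide; timing: 5 min compound–RNA preincubation, then 15 min with peptide, 25 °C; medium: HEPES pH 7.5 buffer with KCl, MgCl2, NaCl and EDTA; signal: fluorescein-to-Cy5 FRET, 480 nm excitation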
# CYP2C19 activ – cytochrome P450 2C19 (human) activation; P33261; recombinant CYP2C19, luciferin-H EGE luminescence; active compounds read high; 0 = fully inhibited enzyme, 1 = untreated enzyme; activation factor at 5 µM; 96,000 tested, under 10 active;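 active = activation factor of at least 2 at 5 µM in the primary screen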;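 also: 0 = wells with 2.5 mM tranylcypromine and 1 = vehicle-only wells; values of inactives mirror those of a sister screen read the other way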
# PLK1 PBD inh – Plk1 (human) PBD binding inhibition; AID 693; 97,000 compounds, 0.13% hits; P53350; inhibition, %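 (tested at about 20 µM)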; Plk1 PBD phosphopeptide binding, fluorescence polarization; in the data active = inhibition above about 34%, passing the limit was not always enough
# CYP2C19 inhib – human CYP2C19 inhibition. P33261. CYP2C19 Supersomes, luciferin-H EGE luminescence, 30 min. inhibition, % at 5 µM. 96,000 compounds, 21% hits. AID 778;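 active = CYP2C19 inhibition above a set limit at 5 µM in the primary screen, cut at about 50% in these data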;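 also: plate controls were negative control wells for no effect and 2.5 mM tranylcypromine positive control for full effect; values of inactives mirror those of a sister screen read the other way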
# CYP2C9 inhib – inhibitors of human CYP2C9; CYP2C9 Supersomes, luciferin-H conversion, luminescence; inhibition, % at 5 µM; AID 777; 96,000 compounds, 20% hits;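 active = blocking of liver enzyme CYP2C9 beyond about 50% at 5 µM, limit read from the data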; also: values of inactives mirror those of a sister screen read the other way
# * marks the source's active call; other numbers are inactive results; nt = not tested or not shown. Rows are unselected. About 29% of those tested had a hit in this group.
SMILES	CYP2C9 act	PLK1 kinase inh	CYP2C9 inhib	HIV Rev-RRE inh	CYP2C19 activ	PLK1 PBD inh	PLAP act	CYP2C19 inhib	EphB4 ephrin blk
CN1CCN(c2ccccc2NC(=O)C(Cc2ccccc2)n2cccc2)CC1 (stereo unspecified)	nt	-3	nt	-3	nt	-24	nt	nt	-9
Cc1onc(-c2c(Cl)cccc2Cl)c1C(=O)n1nnc2ccccc21	0.6	-2	38	6	0.7	19	1.1	27	1
CC(OC(=O)c1nsc(Cl)c1Cl)C(=O)NCc1cccs1 (stereo unspecified)	0.7	-6	34	-2	0.8	14	1.2	20	-2
CC1CCN(c2cc(N3CCOCC3)c(F)cc2[N+](=O)[O-])CC1	0.5	-5	48	15	0.7	0	0.9	28	-1
OCC(CO)(CO)N=Cc1c(O)ccc2ccccc12	1	14	5	2	0.9	-8	0.9	5	-2
Cc1cc(C)n(C(=O)c2cccc(S(=O)(=O)N3CCCC3)c2)n1	0.3	nt	72*	nt	0.2	nt	1	76*	nt
O=C(Cn1ncc2c1-c1ccccc1OC2)Nc1ccc(S(=O)(=O)N2CCCCC2)cc1	0.3	0	68*	13	0.8	-8	1.5	17	2
CCC(=O)Nc1cc(-c2nn(C)c(=O)c3ccccc23)ccc1N1CCOCC1	0.4	-4	62*	9	0.7	1	2*	34	1
COc1cccc(NC(=O)COC(=O)c2ccc(S(=O)(=O)NCc3ccco3)cc2)c1	0.1	-10	86*	11	0.9	-14	1	7	4
CC(/C(O)=C(\C#N)c1nc2ccccc2n1C)N1C(=O)c2ccccc2C1=O (stereo unspecified)	1.1	-4	-10	6	1.1	8	1.1	-11	8
COc1ccc(-n2c(Cc3cccn3C)nnc2SCC(=O)Nc2cc(Cl)ccc2OC)cc1	0.8	nt	15	nt	0.8	nt	1.3	19	nt
Cc1nc(NC(=O)c2cc3c(s2)CCCCC3)sc1C(=O)N(C)C	0.4	-9	56*	7	0.7	0	1	34	-3
CCN(C(=O)CN1CCN(C)CC1)c1cccc2ccccc12	1.1	-18	-6	4	1.1	-11	1.2	-14	-6
COC(=O)/C(=C\Nc1ccc(Cl)c2ccccc12)c1ncc(C(F)(F)F)cc1Cl	0.2	-15	76*	15	0.7	-7	1.2	33	7
O=C(CSc1nc2ccccc2o1)N1CCCC1	1	nt	3	nt	0.7	nt	0.9	32	nt
CCOCCn1c(CN2CCN(c3cccc(Cl)c3)CC2)nc2c1c(=O)n(C)c(=O)n2C	0.2	-1	80*	5	0.5	-4	1.6	50	4
CCC(=O)Nc1nnc(C)s1	nt	-10	nt	5	nt	0	nt	nt	-4
O=c1[nH]c(SCc2cc(=O)n3ccccc3n2)nc2c1CCC2	nt	-3	nt	1	nt	20	nt	nt	0
CCN1CCN(C(=O)CSc2cc(=O)n(CC)c3ccccc23)CC1	1.9	-5	-87	6	1	1	1.1	0	1
Cc1cc(CN2C(=O)c3ccccc3C2=O)on1	1.1	-15	-13	6	1	-12	0.9	-4	-3
O=C(CS(=O)(=O)Cc1ccccc1)N1CCN(C(=O)c2ccco2)CC1	1.1	4	-8	-1	1.1	18	1	-6	-5
O=C(Nc1nc(-c2ccccc2)cs1)c1cccc(S(=O)(=O)N2CCN(Cc3ccccc3)CC2)c1	0.1	-14	90*	10	0.5	-11	1.5	53*	-5
O=C(c1cccc(C(F)(F)F)c1)N1CCCC1	1	-5	-3	6	0.9	26	0.7	14	-2
c1ccc(C(c2nnnn2C2CCCC2)N2CCN(c3ccccc3)CC2)cc1 (stereo unspecified)	nt	-10	nt	7	nt	-9	nt	nt	10
CCCCN1C(=O)c2ccc(C(=O)Nc3cccc(C)c3C)cc2C1=O	1.2	-4	-16	8	1	8	0.8	-5	-2
Cc1ccccc1Cn1nc(C)c(NC(=O)c2noc3c2CCCC3)c1C	0.4	-14	58*	1	0.8	1	1.4	23	-2
COc1ccc(/C=N/NC2=NCCCCC2)cc1	0.9	-2	11	0	0.9	12	0.9	8	-2
Cc1cc(C)n2nc(SCC(=O)N/N=C/c3ccccc3F)nc2n1	1.1	-5	-5	8	1	14	1	-1	3
CC(C)Sc1nc2sc(-c3ccccc3)cc2c(=O)n1N	0.7	-10	32	14	0.7	-14	1.1	27	1
COc1nc(C)nc(NC(=O)NS(=O)(=O)c2ccc(C)cc2)n1	1.2	-5	-21	0	1	-4	1	0	4
Cn1c(=O)c2c(nc(SCC(=O)N3CCc4ccccc43)n2Cc2ccc(F)cc2)n(C)c1=O	nt	-11	nt	11	nt	15	nt	nt	4
CCCNC(=S)Nc1ccc(Nc2ccccc2)cc1	0.6	-8	39	-2	0.7	-25	0.7	26	1
Cc1cc2ccccc2nc1SCC(=O)Nc1nc(-c2ccccc2)cs1	1	-14	0	10	0.9	13	1	9	-10
CCN(CC)Cc1c(O)ccc2c(=O)c(Oc3ccccc3OC)coc12	1	-5	5	5	1	-17	1	4	-3
Cc1ccc(S(=O)(=O)N(C)c2ccc(OCC(=O)NCc3ccco3)cc2)cc1	0.1	-10	93*	5	0.8	16	1.7	16	3
COC(=O)c1cc(OC)c(OC)cc1NC(=S)N1CCCC(CO)C1 (stereo unspecified)	1.2	0	-18	0	0.9	-11	0.8	9	-1
CCOC(=O)CC(=O)CSc1nnc2c(n1)[nH]c1ccccc12	0.7	6	26	9	0.8	-35	1.3	23	5
COc1cc2c(C(=O)NCc3ccc4c(c3)OCO4)cn(C)c(=O)c2cc1OC	1	0	5	-2	1.1	-20	0.9	-6	-2
COc1ccc(C2=NN(CN3C(=O)C(=O)c4ccccc43)C(c3ccc(C)cc3)C2)cc1 (stereo unspecified)	0.2	-2	76*	0	0.5	-19	1.2	51*	-1
CC(=O)C1=C(C)NC(SCC(=O)c2ccc(C)cc2)=C(C#N)C1c1ccco1 (stereo unspecified)	0	-12	96*	15	0	6	1.3	99*	12

# A draw from above in order of SMILES length, highest first.
SMILES	CYP2C9 act	PLK1 kinase inh	CYP2C9 inhib	HIV Rev-RRE inh	CYP2C19 activ	PLK1 PBD inh	PLAP act	CYP2C19 inhib	EphB4 ephrin blk
COc1cc2c(C(=O)NCc3ccc4c(c3)OCO4)cn(C)c(=O)c2cc1OC	1	0	5	-2	1.1	-20	0.9	-6	-2
CCN(CC)Cc1c(O)ccc2c(=O)c(Oc3ccccc3OC)coc12	1	-5	5	5	1	-17	1	4	-3
Cc1cc(C)n2nc(SCC(=O)N/N=C/c3ccccc3F)nc2n1	1.1	-5	-5	8	1	14	1	-1	3

# Continued.
SMILES	CYP2C9 act	PLK1 kinase inh	CYP2C9 inhib	HIV Rev-RRE inh	CYP2C19 activ	PLK1 PBD inh	PLAP act	CYP2C19 inhib	EphB4 ephrin blk
O=C(CCCc1nc(-c2ccc(Cl)cc2)no1)Nc1cccnc1	0.3	-9	75*	7	0.5	-12	0.7	52*	1
COc1ccc2oc(C)c(C(=O)Cn3ccnc3)c2c1	0.3	-9	73*	0	0.1	-11	1.2	90*	0
COC(=O)c1c(-c2cccnc2)csc1NC(=O)c1cc(C)on1	0.7	-14	28	21	0.8	-29	0.9	19	-5
CC1(C)CC(=O)C2=C(C1)Nc1[nH]c(=S)[nH]c(=O)c1C2c1ccccc1 (stereo unspecified)	0.7	-22	35	2	1	-2	1.1	2	1
Cc1nc2cc(C(=O)OCC(=O)N(CC(C)C)C3CCS(=O)(=O)C3)ccc2n1-c1ccccc1 (stereo unspecified)	0.8	-16	18	8	1	21	1.2	2	12
CC(C)CCOC(=O)C1[C@H]2C(=O)N(Cc3cccs3)C[C@]23C=C[C@H]1O3 (stereo partly specified)	1	-7	-2	2	0.9	30	1.1	9	-2
CC(C)c1ccc(N(C(=O)c2csnn2)C(C(=O)NC(C)(C)C)c2ccncc2)cc1 (stereo unspecified)	0.8	-9	23	6	0.4	-2	1.2	60*	-2
COCc1n[nH]c(=S)n1-c1cccc2ccccc12	1.1	-3	-7	2	1	-10	1	-3	2
COC(=O)c1ccc(CSc2nnc(CNC(=O)c3ccc(OC)cc3)o2)o1	0.9	-3	7	6	0.6	-12	1	37	8
COCCNC(=O)CCc1ccc(S(=O)(=O)Nc2ccc(C)cc2)cc1	0.7	-13	32	-3	0.7	-34	1.2	32	-6
Cc1cc(NC(NC(=O)c2ccco2)(C(F)(F)F)C(F)(F)F)no1	0.9	-6	11	0	0.9	-7	0.8	11	1
Cc1cc(NC(=O)CCC(=O)N(CC(=O)NCC2CCCO2)c2ccccc2C)no1 (stereo unspecified)	nt	-12	nt	-1	nt	1	nt	nt	4
Cc1cccc(C(=O)NC(NCCc2ccccc2)C(Cl)(Cl)Cl)c1 (stereo unspecified)	0.8	-8	22	8	1	-14	1.1	1	-3
O=C(Nc1cccc(C(=O)N2CCOCC2)c1)c1ncn[nH]1	0.9	-5	8	6	0.9	11	1.3	13	6
COc1ccc(OC)c(C2C(C#N)=C(N)Oc3cc(N)ccc32)c1 (stereo unspecified)	0.1	nt	92*	nt	0.1	nt	1.3	94*	nt
COC(=O)C1=C(C)N(C)C(C)=C(C(=O)OC)C1c1cccc(Br)c1	0.1	-10	94*	0	0.2	11	1.4	79*	-7
CC(C)CNC(=O)COc1ncnc2ccccc12	0.8	-2	19	5	1	19	1	-1	-4
CCN1CCN(CCNC(=O)c2ccc(CS(=O)(=O)c3c(Cl)cccc3Cl)o2)CC1	0.9	-9	10	-3	1	-6	1.3	0	-12
S=c1[nH]nc(-c2ccc(Br)cc2)n1Cc1ccco1	0.9	-3	13	2	0.7	-6	1.1	32	0
COc1ccc(C(=O)NNC(=S)NC(=O)c2ccco2)cc1	0.5	-3	45	1	1	-5	1.2	-2	0
COc1cc2[nH]c(=O)n(Cc3ccccc3Cl)c(=O)c2cc1OC	0.7	-17	28	3	0.8	-3	1.2	16	2
Cn1ncc(C#N)c1/N=C/N1CCCCCC1	0.9	0	13	11	0.9	-9	1	5	5
CN(C)CCNC(CC(=O)Nc1ccc(Cl)c(Cl)c1)C(=O)O (stereo unspecified)	nt	-8	nt	3	nt	23	nt	nt	-1
CCCOP(=O)(OCCC)C(Nc1cccc(C(F)(F)F)c1)c1ccc(C)cc1 (stereo unspecified)	0.8	-4	17	3	0.8	4	1.2	20	6
CCCCN(CC)C(=O)Cn1ncc2c1-c1cc(C)ccc1OC2	0.3	-8	70*	4	0.2	-24	1.7	77*	2
COCCCNC(=O)/C=C/c1cccc(Cl)c1	1.2	2	-17	3	1	-11	1	-3	2
Cn1c(SCc2cc(=O)[nH]c3ccccc23)nnc1-c1ccco1	0.9	-14	9	10	0.9	-25	1	9	4
Cc1[nH]nc2c1C(c1ccc(F)cc1)C1=C(CC(C)(C)CC1=O)N2 (stereo unspecified)	0.8	-14	19	8	0.7	6	0.9	26	1
COc1ccccc1-n1cnc2cc(C(=O)NCc3ccco3)ccc21	0.8	nt	16	nt	0.7	nt	1.2	30	nt
CCOc1cccc(C2C(C(=O)c3ccco3)=C(O)C(=O)N2Cc2ccncc2)c1 (stereo unspecified)	0.8	-14	22	1	1.1	-23	1.1	-13	6
C=CCSc1nc2ccccc2c(=O)[nH]1	0.7	-7	26	10	0.9	0	1	13	1
O=[N+]([O-])c1cccc(-c2nc(-c3ccccc3)c(-c3cccs3)[nH]2)c1	1.2	-10	-18	11	1.1	10	0.9	-6	1
COC(=O)c1ccccc1NC(=O)CSc1n[nH]c(C)n1	nt	-16	nt	8	nt	12	nt	nt	-1
CCc1c(C)sc(NC(=O)OC)c1C(=O)N1CCOCC1	1.1	nt	-11	nt	1	nt	0.8	-1	nt
